Screening results: PubChem BioAssay, several laboratories
GDH-TPI inh – GDH-TPI coupled enzyme inhibition counter-screen; hit rate 1.2% among 360,000; AID 588335; GDH-TPI coupled enzyme counterscreen, NADH absorbance; inhibition, % at 4.8 µM; in the data active = inhibition above about 30%;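 note: 0% = DMSO wells and 100% = wells lacking the enzyme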
Yp Topo-I inh – Y. pestis Topo-I inhibition via cleavage products; Y. pestis Topo-I cleavage product accumulation, plate reader; activity, % at 10 µM; hit rate 0.064% among 360,000; in the data active = activity above about 50%, passing the limit was not always enough; note: inactives centre near 2
PfHsp40 yeast – rescue of PfHsp40-mediated yeast toxicity; S. cerevisiae expressing PfHsp40, growth rescue, ATP luminescence; growth rescue, % at 12.5 µM; hit rate 0.68% among 340,000; in the data active = growth rescue above about 28%, passing the limit was not always enough;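 note: yeast W303a lacking pdr1 and pdr3 grown in galactose medium; growth measured after three days at 30 °C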
FadD28 binding – inhibitors of Mycobacterium tuberculosis FadD28 bisubstrate binding; FadD28 bisubstrate probe binding, fluorescence polarization; inhibition, % at 12.5 µM; hit rate 0.22% among 360,000; AID 588549; in the data active = inhibition above about 8.5%, passing the limit was not always enough
Mtb UGM inh – inhibitors of M. tuberculosis UDP-galactopyranose mutase | purified UGM, fluorescence polarization probe displacement | AID 504406 | hit rate 0.06% among 320,000 | inhibition, % at 10 µM | P9WIQ1; in the data active = inhibition above about 10%, passing the limit was not always enough
Vc quorum ag – inducers of Vibrio cholerae quorum light production without autoinducers | V. cholerae BH1578 lux reporter, luminescence, 6 h | activation, % at 18.7 µM | hit rate 0.16% among 350,000; in the data active = activation mostly above about 9.7%, no sharp cut-off; note: not every result past the cut was called active; inactives centre near 0; reference of the scale not given here
Mtb FBA inh – inhibitors of M. tuberculosis fructose-bisphosphate aldolase. purified M. tuberculosis FBA, fluorescence read-out. inhibition, % at 1 µM. hit rate 2.3% among 360,000; in the data active = inhibition above about 27%;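 note: 0% = vehicle and 100% = reference inhibitor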
Mtb BioA inh – inhibitors of Mycobacterium tuberculosis BioA enzyme | AID 602481 | purified M. tuberculosis BioA enzyme, plate reader | inhibition, % at 9.99 µM | hit rate 0.096% among 360,000; in the data active = inhibition above about 40%
TcdB GH inh – TcdB glycohydrolase inhibition; inhibition, % at 9.99 µM; TcdB glycohydrolase enzymatic assay, plate reader; AID 652162; hit rate 0.24% among 350,000; P18177; in the data active = inhibition above about 10%
Target sequence (P18177 whole entry, looked up): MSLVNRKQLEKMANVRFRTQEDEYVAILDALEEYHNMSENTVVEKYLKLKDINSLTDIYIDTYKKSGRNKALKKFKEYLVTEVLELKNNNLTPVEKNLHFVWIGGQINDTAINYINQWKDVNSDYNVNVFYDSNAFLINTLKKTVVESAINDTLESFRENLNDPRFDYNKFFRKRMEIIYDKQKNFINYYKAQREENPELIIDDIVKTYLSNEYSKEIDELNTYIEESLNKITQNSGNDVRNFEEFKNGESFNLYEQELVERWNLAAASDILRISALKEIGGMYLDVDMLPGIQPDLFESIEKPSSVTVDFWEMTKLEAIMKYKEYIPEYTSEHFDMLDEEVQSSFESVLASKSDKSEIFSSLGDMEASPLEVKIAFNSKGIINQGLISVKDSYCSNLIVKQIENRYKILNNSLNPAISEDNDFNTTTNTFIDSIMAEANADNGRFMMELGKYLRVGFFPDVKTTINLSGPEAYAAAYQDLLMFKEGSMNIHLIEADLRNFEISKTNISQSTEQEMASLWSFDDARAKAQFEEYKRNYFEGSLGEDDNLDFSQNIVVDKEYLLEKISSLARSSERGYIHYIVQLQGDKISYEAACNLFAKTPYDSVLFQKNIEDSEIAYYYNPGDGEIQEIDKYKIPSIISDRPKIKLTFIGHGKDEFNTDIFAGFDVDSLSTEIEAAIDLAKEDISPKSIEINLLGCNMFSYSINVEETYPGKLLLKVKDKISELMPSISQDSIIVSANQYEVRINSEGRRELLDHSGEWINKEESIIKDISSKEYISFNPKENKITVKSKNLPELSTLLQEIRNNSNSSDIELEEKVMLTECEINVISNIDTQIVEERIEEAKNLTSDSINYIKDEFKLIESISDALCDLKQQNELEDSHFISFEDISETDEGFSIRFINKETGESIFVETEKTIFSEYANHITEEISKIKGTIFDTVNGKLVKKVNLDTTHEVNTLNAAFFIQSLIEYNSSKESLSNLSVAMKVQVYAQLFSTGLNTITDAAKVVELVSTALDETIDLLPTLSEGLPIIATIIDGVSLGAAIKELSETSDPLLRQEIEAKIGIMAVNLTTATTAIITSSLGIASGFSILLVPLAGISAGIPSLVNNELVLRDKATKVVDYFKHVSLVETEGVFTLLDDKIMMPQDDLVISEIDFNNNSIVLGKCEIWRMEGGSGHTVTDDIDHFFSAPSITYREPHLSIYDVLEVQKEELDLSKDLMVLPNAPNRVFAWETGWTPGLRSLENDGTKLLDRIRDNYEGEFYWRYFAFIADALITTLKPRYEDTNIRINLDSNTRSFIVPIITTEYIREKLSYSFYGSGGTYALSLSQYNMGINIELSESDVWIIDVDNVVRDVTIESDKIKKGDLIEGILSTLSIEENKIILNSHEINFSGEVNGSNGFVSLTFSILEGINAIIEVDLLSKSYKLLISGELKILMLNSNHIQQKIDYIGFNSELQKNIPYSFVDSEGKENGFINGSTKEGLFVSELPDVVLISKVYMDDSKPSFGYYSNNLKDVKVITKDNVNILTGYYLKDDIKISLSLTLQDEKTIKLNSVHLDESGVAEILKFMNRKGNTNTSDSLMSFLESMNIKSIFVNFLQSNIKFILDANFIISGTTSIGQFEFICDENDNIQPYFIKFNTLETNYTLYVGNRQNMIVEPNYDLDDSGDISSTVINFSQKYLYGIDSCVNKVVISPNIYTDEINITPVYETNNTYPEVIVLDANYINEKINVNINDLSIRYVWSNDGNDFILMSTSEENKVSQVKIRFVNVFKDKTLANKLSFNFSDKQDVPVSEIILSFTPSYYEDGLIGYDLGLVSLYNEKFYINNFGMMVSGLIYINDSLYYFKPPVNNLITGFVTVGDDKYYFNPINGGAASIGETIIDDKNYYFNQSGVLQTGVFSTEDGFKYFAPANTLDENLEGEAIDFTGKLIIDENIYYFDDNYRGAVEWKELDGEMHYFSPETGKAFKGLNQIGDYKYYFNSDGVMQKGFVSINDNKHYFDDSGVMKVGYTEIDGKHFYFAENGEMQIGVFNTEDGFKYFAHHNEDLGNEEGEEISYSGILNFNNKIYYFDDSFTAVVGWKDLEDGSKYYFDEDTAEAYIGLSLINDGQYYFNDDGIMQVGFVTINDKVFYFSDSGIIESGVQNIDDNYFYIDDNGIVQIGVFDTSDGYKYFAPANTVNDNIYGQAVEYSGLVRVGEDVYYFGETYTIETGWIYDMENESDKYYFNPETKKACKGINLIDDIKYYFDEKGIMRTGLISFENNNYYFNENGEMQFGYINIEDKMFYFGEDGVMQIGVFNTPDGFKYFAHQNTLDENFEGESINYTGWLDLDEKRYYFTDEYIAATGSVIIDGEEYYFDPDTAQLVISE
An asterisk follows results filed as active; i = inactive; nt = not tested or not shown.

SMILES | GDH-TPI inh | Yp Topo-I inh | PfHsp40 yeast | FadD28 binding | Mtb UGM inh | Vc quorum ag | Mtb FBA inh | Mtb BioA inh | TcdB GH inh
Cc1nn(Cc2ccccc2)c(Cl)c1C(=O)OCC(=O)Nc1cccc2ccccc12 | 7 | 5 | -1.7 | 0.3 | -4.7 | -0.2 | 3 | nt | -0.3
Cc1ccc(C(=O)Nc2cc(S(=O)(=O)N3CCOCC3)ccc2N2CCCC2)cc1 | 1 | 14 | -0.7 | -1.7 | -6.5 | i | 0 | -2.2 | 0.0
CCN1CCN(/C=N/c2nc3c(s2)CCCC3)CC1 | 13 | 0 | -0.6 | -3.4 | -0.7 | i | -4 | -0.1 | 1.1
CCOc1ccc2[nH]c(=O)c(CN(Cc3cccs3)Cc3nnnn3C(C)(C)C)cc2c1 | 5 | -3 | 1.9 | -0.8 | 0.0 | -0.5 | 3 | -1.4 | 0.0
Cc1cc(C)c(NC(=O)CSc2nnc(CNC(=O)c3ccccc3F)o2)c(C)c1 | -8 | -7 | -1.3 | -3.0 | 1.7 | -0.5 | 0 | -0.9 | 0.8
O=C1CC(C2CCCO2)C(=O)N1c1cccc(Cl)c1 (centres undefined) | 1 | -5 | 0.3 | 0.3 | 0.2 | 5.6 | 1 | -2.5 | nt
Cc1ccc(NC(=O)CSc2nnc(-c3cccnc3)s2)cc1 | -3 | 1 | -1.5 | -3.4 | 1.8 | -0.2 | 0 | -1.0 | nt
COc1cccc(C(=O)NCc2ccco2)c1OC | 4 | -3 | 0.9 | -1.2 | 1.0 | i | 3 | 0.1 | -1.0
CCC(C)(C)NC(=O)C(c1cccn1C)N(Cc1ccc(C)cc1)C(=O)Cn1nnc2ccccc21 (centres undefined) | -3 | 3 | -1.8 | -0.5 | 0.1 | i | 1 | 0.1 | nt
NNC(=O)c1cccc(S(=O)(=O)Nc2cc(Cl)ccc2Cl)c1 | 6 | 7 | 0.3 | -4.4 | 2.6 | i | 0 | nt | -1.8
O=C(Nc1ccc(S(=O)(=O)N2CCOCC2)cc1)C1CCCCC1 | -3 | -5 | -2.0 | -0.8 | -0.3 | -0.1 | 9 | nt | nt
COc1cc(C2C(C(C)=O)=C(O)C(=O)N2CCN(C)C)ccc1O (centres undefined) | -8 | -1 | 2.0 | -1.3 | -1.5 | -0.2 | 3 | -1.1 | nt
CCOc1ccc(C(=O)NCCc2ccccc2)cc1 | 7 | 0 | -1.3 | -1.4 | 1.8 | -2.5 | 0 | -0.9 | 5.2
CCc1ccc(N=C2NC(=O)/C(=C/c3cc(Br)c(OCC(=O)O)c(OC)c3)S2)cc1 | 34* | -5 | 0.2 | -9.7 | 0.3 | -0.9 | 2 | 1.4 | 0.5
NS(=O)(=O)c1ccc(NC(=O)/C=C/c2ccc3c(c2)OCO3)cc1 | 36* | 5 | -1.1 | -7.1 | 0.0 | 0.4 | 22 | nt | 0.1
Cc1c(C(=O)Nc2ccccn2)oc2c(Cl)cccc12 | 8 | 6 | 0.5 | -1.4 | 1.9 | i | -3 | nt | 2.1
COc1cc(C)ccc1OCC(=O)OCC(=O)c1cc(C)n(CC2CCCO2)c1C (centres undefined) | 1 | 17 | 0.5 | -1.7 | 3.6 | 3.0 | 0 | 0.3 | 0.3
COC(=O)c1ccc(NC(=O)C2C3C=CC(O3)C2C(=O)O)cc1 (centres undefined) | 6 | 1 | 0.1 | -1.3 | 0.2 | -0.5 | -2 | 1.3 | nt
Cc1cccc(OCC(=O)Nc2ccccc2C(=O)N2CCOCC2)c1 | 6 | 7 | 1.7 | -2.5 | -2.2 | -0.1 | 3 | -0.5 | nt
CN(C)CCCNC(=O)C(=O)NCC1CCCO1 (centres undefined) | -9 | 9 | 0.4 | -5.2 | -2.1 | -0.4 | 0 | 0.1 | 1.2

The list goes on, starting with the last 4 of the part before.
SMILES | GDH-TPI inh | Yp Topo-I inh | PfHsp40 yeast | FadD28 binding | Mtb UGM inh | Vc quorum ag | Mtb FBA inh | Mtb BioA inh | TcdB GH inh
COc1cc(C)ccc1OCC(=O)OCC(=O)c1cc(C)n(CC2CCCO2)c1C (centres undefined) | 1 | 17 | 0.5 | -1.7 | 3.6 | 3.0 | 0 | 0.3 | 0.3
COC(=O)c1ccc(NC(=O)C2C3C=CC(O3)C2C(=O)O)cc1 (centres undefined) | 6 | 1 | 0.1 | -1.3 | 0.2 | -0.5 | -2 | 1.3 | nt
Cc1cccc(OCC(=O)Nc2ccccc2C(=O)N2CCOCC2)c1 | 6 | 7 | 1.7 | -2.5 | -2.2 | -0.1 | 3 | -0.5 | nt
CN(C)CCCNC(=O)C(=O)NCC1CCCO1 (centres undefined) | -9 | 9 | 0.4 | -5.2 | -2.1 | -0.4 | 0 | 0.1 | 1.2
COc1ccccc1C(=O)Nc1ccnn1C1CCN(CCCc2ccccc2)CC1 | -7 | -1 | 1.1 | -2.1 | 3.6 | 0.0 | 1 | 6.7 | 2.3
CCNc1c2c(nc3ccccc13)CC(C)(C)CC2=O | 15 | 10 | -0.2 | -0.4 | -3.4 | 0.5 | -1 | 0.3 | nt
COc1ccccc1-n1nnnc1SCC(=O)N(C)C1CCS(=O)(=O)C1 (centres undefined) | 6 | -9 | -1.3 | -1.1 | -1.6 | i | 7 | -3.6 | -2.8
CC(=O)NC1(c2cccc(F)c2)CCN(C(=O)Nc2ccc(C#N)cc2)CC1 | -3 | -2 | -1.4 | 0.4 | 3.8 | i | 0 | -1.5 | nt
CCOc1ccc(S(=O)(=O)Nc2nc3ccccc3nc2-n2ccc(=NC(=O)c3ccccc3C)cc2)cc1 | 11 | -4 | -0.3 | -0.1 | 4.0 | -0.4 | -2 | nt | 0.4
CCOc1ccc(-n2nc(C(=O)NCCOC)c3ccccc3c2=O)cc1 | 6 | 2 | 2.3 | -0.1 | -1.6 | -0.4 | 68* | 2.4 | nt
C=CCOC(=O)C1=C[C@@H](c2ccc(Br)cc2)C[C@@H](OCCCCO)O1 | 11 | 22 | 0.1 | -1.5 | 0.5 | i | 2 | 2.7 | 1.9
COc1ccccc1NC(=O)COc1ccc(C(F)(F)F)cc1[N+](=O)[O-] | 9 | 3 | 6.5 | 2.2 | -1.3 | 2.1 | 5 | -0.2 | nt
Cc1cccc(-c2nc3ccccc3c(=O)n2NC(=S)N(C)C)c1 | 7 | 8 | -1.6 | 1.2 | -0.4 | 0.0 | -2 | nt | 3.6
Cc1noc(C)c1C(=O)Nc1c(F)cc(F)cc1Br | -7 | 3 | 0.4 | -1.3 | -1.9 | -0.2 | -3 | nt | 1.2
CN(C)CCCn1c(=O)n(Cc2ccccc2)c(=O)c2c3c(sc21)CCCCC3 | -4 | 13 | -1.3 | -0.1 | 0.4 | 0.5 | 1 | 1.9 | 1.0
CC1CCCC(NC(=O)COC(=O)CCC2CCCC2)C1C (centres undefined) | -6 | 31 | 1.1 | -0.8 | -1.8 | i | 1 | 0.1 | nt
O=C(O)C1=C(Nc2ccccc2)OCC1=O | -8 | 4 | 0.4 | -0.6 | 0.5 | i | 3 | -1.0 | 0.3
O=C(OCc1nnc(-c2ccccc2)o1)c1ccc2ccccc2n1 | 14 | -13 | 0.0 | 0.1 | -1.6 | 5.9 | 1 | -2.5 | nt
COc1ccc(NS(=O)(=O)c2cccc(C(=O)NNC(=O)CNC(=O)c3ccccc3Cl)c2)cc1 | -11 | -4 | -0.5 | -5.4 | nt | -0.5 | -1 | 1.7 | 0.8
COc1ccc2c(c1)N(C)/C(=C1/SC(=S)N(NC(C)=O)C1=O)S2 | 9 | 0 | 0.5 | -0.2 | 2.5 | i | -5 | -1.8 | 0.9
O=C(CSc1ccc2nnc(-c3ccc(F)cc3)n2n1)N1CCOCC1 | 0 | 8 | 0.2 | -2.5 | 5.2 | -0.3 | 8 | 4.3 | 24*
Cn1c(=O)c2c(-c3ccccc3)n(-c3cc([N+](=O)[O-])ccc3O)cc2n(C)c1=O | 5 | 5 | nt | -0.5 | nt | -0.3 | -4 | nt | 0.3
COc1cc(NC2c3ccccc3C(=O)N2Cc2ccccc2)cc(OC)c1OC (centres undefined) | -6 | -2 | -0.8 | -3.9 | -2.4 | -0.6 | 1 | -2.8 | 1.3
O=C(CN1C(=O)CC(c2ccco2)Sc2ccccc21)Nc1ccc2c(c1)OCCO2 (centres undefined) | 3 | 1 | 1.5 | -8.1 | -3.2 | i | 0 | nt | nt
Cn1cccc1C(=O)NCc1ccccn1 | 5 | 1 | -0.1 | -1.9 | nt | -1.8 | 1 | nt | 0.9
CC1CCCN(C(=O)CNC(=O)c2ccco2)C1 (centres undefined) | 10 | 6 | 0.2 | -2.4 | -2.2 | i | 1 | -1.5 | -0.6
Nc1ncnc2c1ncn2[C@@H]1O[C@H](CNCc2ccccc2OCC(=O)N2CCCCC2)[C@@H](O)[C@H]1O | -1 | -1 | 0.9 | -3.2 | -0.3 | i | -3 | -0.8 | 0.0
Cc1ccc(S(=O)(=O)/N=C(/Nc2nc(C)cc(C)n2)N2CCOCC2)cc1 | 18 | 5 | 0.7 | 1.0 | 1.3 | i | 0 | -1.0 | nt
COc1ccc(C(=O)NC2CCN(C(=S)Nc3ccccc3)CC2)cc1 | -3 | 11 | -1.0 | -1.4 | -0.2 | 0.1 | 1 | nt | 1.1
CC(C)C(C)NC(=O)CN1C(=O)NC2(CCCc3ccccc32)C1=O (centres undefined) | -8 | 1 | 0.2 | -3.4 | 2.0 | -0.3 | 2 | nt | 0.1
CCCSc1nc(SCC(=O)NCc2ccccc2)c2c3c(sc2n1)COC(C)(CC)C3 (centres undefined) | -6 | -12 | -0.9 | -2.1 | -4.3 | -0.2 | 2 | -2.0 | nt
Cc1ccc(S(=O)(=O)Nc2ccccc2)cc1C(=O)N1CCCC1 | -3 | 5 | -1.4 | 0.4 | 0.2 | i | 1 | -3.5 | -0.4
CCOC(=O)C1=NNC2(CC(=O)N(c3cc(C)cc(C)c3)C2=O)C1 (centres undefined) | -3 | -2 | -0.8 | -2.5 | -3.0 | -0.4 | 0 | nt | 1.5
Cc1cccc(NC(=S)NCCN2CCOCC2)c1C | -1 | -2 | -0.2 | 0.8 | -1.7 | 2.6 | 5 | nt | nt
CC(Oc1ccc2ccc(=O)oc2c1)C(=O)NC(Cc1c[nH]c2ccc(O)cc12)C(=O)O (centres undefined) | 6 | 0 | -0.2 | 0.8 | 2.1 | -0.4 | 4 | 1.3 | -2.1
Cc1cc(NC(=O)CSc2nnc(-c3ccccc3C)n2C)no1 | -2 | 5 | 0.3 | -3.6 | -1.5 | i | 0 | 7.5 | 2.6
CN1CCN(C(c2cccc(C(F)(F)F)c2)c2nnnn2C(C)(C)C)CC1 (centres undefined) | 6 | -5 | -0.4 | -1.2 | 0.6 | -11 | -1 | 0.7 | nt
CCc1cccc(C)c1NC(=O)c1cc(C)oc1C | -6 | -6 | 0.9 | -3.2 | 0.9 | 2.7 | 0 | -0.8 | 0.2
Nc1cc(C(=O)OCC(=O)NCc2ccc(F)cc2)ccc1Cl | 1 | -3 | 1.3 | -0.8 | 3.3 | -0.4 | 3 | nt | -0.6
COCCNc1nc2c(c(=O)n(Cc3ccc(OC)cc3)c(=O)n2C)n1C | -3 | 2 | 0.9 | 0.2 | 0.2 | 14 | -2 | -0.3 | nt

Complete entries, quoted from the list:
Shown for Cc1cccc(-c2nc3ccccc3c(=O)n2NC(=S)N(C)C)c1 = GDH-TPI inh: 7; Yp Topo-I inh: 8; PfHsp40 yeast: -1.6; FadD28 binding: 1.2; Mtb UGM inh: -0.4; Vc quorum ag: 0.0; Mtb FBA inh: -2; Mtb BioA inh: nt; TcdB GH inh: 3.6
Shown for Cc1cccc(OCC(=O)Nc2ccccc2C(=O)N2CCOCC2)c1 = GDH-TPI inh: 6; Yp Topo-I inh: 7; PfHsp40 yeast: 1.7; FadD28 binding: -2.5; Mtb UGM inh: -2.2; Vc quorum ag: -0.1; Mtb FBA inh: 3; Mtb BioA inh: -0.5; TcdB GH inh: nt
